# RMI-FANCM inh – disruptors of RMI1/RMI2 association with MM2 peptide – biochemical, fluorescence polarization, human, primary screen | RMI core complex with F-MM2 peptide; active compounds read low | 70,000 tested, 0.58% active | AID 1159607, 2016 | RMI core complex (RMI1/RMI2) binding to FANCM MM2 peptide, human | FP signal (polarization) at 33 µM; in the data active means FP signal below about 40; further: inactives centre near 61; strong numbers were not always called active; unit not given here
# An asterisk follows results filed as active; & = joins results of further samples. A portion of the library (hit frequency here may not be typical).
structure | RMI-FANCM inh
Cc1ccc(S(=O)(=O)NC(=O)OCC2CN(Cc3ccccc3)CCO2)cc1 (stereo unspecified) | 56&67
CSc1ccc(CNC(=O)c2c(C)noc2C)s1 | 56&57
CC1=NNC(=O)C1Cc1ccc(F)cc1 (stereo unspecified) | 65
Cc1cc(NC(=O)c2ccc(S(=O)(=O)N3CCCc4ccccc43)cc2)n(C(C)C)n1 | 67
COc1cccc(-c2nnc3ccc(OCCNC(=O)c4ccc(F)cc4F)nn23)c1 | 67
NS(=O)(=O)c1ccc(CCNC(=O)CCCn2nc(-c3ccccc3)ccc2=O)cc1 | 77
C=CCn1c(SCC(=O)Nc2ccc(C(=O)OC)cc2)nc2scc(-c3ccc(C)o3)c2c1=O | 82
O=C(c1cccs1)N(Cc1ccccc1)c1ccccn1 | 62
COc1ccc(S(=O)(=O)N2CCCC2C(=O)Nc2nnc(-c3ccno3)o2)cc1 (stereo unspecified) | 55
O=C(COc1ccccc1)Nc1nc(C23CC4CC(CC(Cl)(C4)C2)C3)cs1 | 69
CN1C(=O)C(C)(C)COc2ccc(NC(=O)COc3ccc(Cl)cc3Cl)cc21 | 74
COC(=O)/C(=C\Nc1ccc(Oc2ccc(F)cc2F)nc1)NC(=O)c1ccccc1 | 69
COc1ccc(C(=O)NCCc2nnc3ccc(SCC(=O)N4CCc5ccccc54)nn23)cc1 | 61
Cc1ccc(C(C[N+](=O)[O-])c2c(-c3ccccc3O)[nH][nH]c2=O)cc1 (stereo unspecified) | 57
COc1ccc(CC(=O)Nc2c(C)nc3sccn3c2=O)cc1OC | 66

# (next part)
structure | RMI-FANCM inh
O=C(c1ccc(Cl)cc1)c1c(Cl)cc(CO)cc1Cl | 58&57
O=C(NC(=S)NCC1CCCO1)c1ccccc1 (stereo unspecified) | 65
O=C(COc1ccc(Cl)cc1Cl)Nc1ccc2c(c1)CN(S(=O)(=O)c1ccccc1)CC2 | 69
CCc1ccccc1N(C(=O)c1ccccc1F)C1C=CS(=O)(=O)C1 (stereo unspecified) | 60
COc1ccccc1NC(=O)Cn1nc(C2CCCN(S(C)(=O)=O)C2)n(C)c1=O (stereo unspecified) | 59
CCOC(=O)C1SC(c2ccc(Cl)cc2)C(C#N)C1(O)c1ccccc1 (stereo unspecified) | 54
O=C(Nc1cccc(Cl)c1)c1ccc(F)c(S(=O)(=O)NCc2ccccc2Cl)c1 | 57
CCOC(=O)c1sc(NC(=O)c2nc3ccccc3s2)cc1C | 57
C=C1C[C@]23C[C@@]1(O)CC[C@H]2[C@@]12C=C[C@H](O)[C@@](C)(C(=O)O1)[C@H]2[C@@H]3C(=O)O | 58
Cc1cc(Cl)ccc1NC(=O)C(C)Oc1ccc(Cl)cc1C (stereo unspecified) | 77
O=C(Cc1ccccc1)NC1CCS(=O)(=O)C1 (stereo unspecified) | 59
COc1cc(-c2nc3nc4ccccc4nc3n2CC2CCCO2)cc(OC)c1OC (stereo unspecified) | 61
COc1ccc(-c2noc(-c3c(SC)nn(CC(=O)Nc4c(C)cccc4C)c3N)n2)cc1OC | 202
COc1cc(NS(C)(=O)=O)ccc1Nc1c2ccccc2nc2ccccc12 | 51
CC(Oc1ccccc1)C(=O)NCCCS(=O)(=O)N1CCN(c2ccccn2)CC1 (stereo unspecified) | 59

# (continued)
structure | RMI-FANCM inh
COC(=O)c1scc2c(N3CCC(n4cccc4)CC3)cc(C(F)(F)F)nc12 | 92
COc1ccc(CC(C)(N)C(=O)O)cc1OC (stereo unspecified) | 50
CCc1ccccc1NC(=O)c1csc(Nc2ccc(S(C)(=O)=O)cc2)n1 | 77
O=C(NCC1CCN(Cc2cccs2)CC1)c1ccc(F)cc1 | 74
Cc1ccc2nc(C)c(NC(=O)c3ccccc3C)c(=O)n2c1 | 73
CC(=O)Nc1cccc(NC(=O)CSc2nc(CC(=O)Nc3ccc(F)c(F)c3)cs2)c1 | 61
CC(=O)O[C@H]1C[C@@H](OC(C)=O)C(C)(C)C2C[C@@H](O)[C@]3(C)C(CC[C@@]4(C)[C@H](c5ccoc5)OC(=O)[C@H]5O[C@]543)[C@]21C (stereo partly specified) | 60
O=C(NCC1CCN(Cc2cccs2)CC1)c1cc(Cl)ccc1Cl | 71
CCNc1nc2ccc(Cl)cc2nc1NCC | 54
C=CCn1c(=S)sc2c(Sc3nnc(-c4ccco4)o3)ncnc21 | 57
COc1cccc(-c2nnc3ccc(OCCNS(=O)(=O)c4cccc(C)c4)nn23)c1 | 46
CC1(C)CCC=[N+]1[O-] | 55
COc1ccc(/C=N\n2cnc3c([nH]c4ccc(F)cc43)c2=O)cc1 | 60
CSC(=CC(=O)c1ccc(Cl)cc1)SC | 56
O=C(Nc1ccc(Cl)cc1C(F)(F)F)c1cc(S(=O)(=O)NCc2ccc(Cl)c(Cl)c2)ccc1F | 74

# No new results follow: entries from further up.
structure | RMI-FANCM inh
CC(=O)O[C@H]1C[C@@H](OC(C)=O)C(C)(C)C2C[C@@H](O)[C@]3(C)C(CC[C@@]4(C)[C@H](c5ccoc5)OC(=O)[C@H]5O[C@]543)[C@]21C (stereo partly specified) | 60
O=C(NCC1CCN(Cc2cccs2)CC1)c1cc(Cl)ccc1Cl | 71
CCNc1nc2ccc(Cl)cc2nc1NCC | 54
C=CCn1c(=S)sc2c(Sc3nnc(-c4ccco4)o3)ncnc21 | 57

# Next section.
structure | RMI-FANCM inh
O=C(O)CC(CC(=O)N1CCOCC1)c1ccccc1 (stereo unspecified) | 53
CCCCCCCCCCCCCCCCN/C(C)=C\C(=O)OCC | 67
Nc1cc(=O)n(Cc2ccccc2)c(=O)n1-c1ccc(Cl)cc1 | 57
COc1ccc(CCn2cnn3c(=O)c4ccccc4nc3c2=O)cc1OC | 60
Cc1cc(NC(=O)C(=O)NCCc2ccc3c(c2)CCCN3C)no1 | 54
COc1cc(C(=O)Nc2c3c(nn2C)CCC3)cc(OC)c1OC | 62
CN(C)c1nc(C(C)(C)C)cc2c1C(=O)NC2=O | 55
O=C(/C=C/c1cccs1)Nc1cccc2c1C(=O)NC2=O | 55
CC1CN(c2ncnc3c2cnn3CCNC(=O)c2ccccc2)CC(C)O1 (stereo unspecified) | 66
Cc1[nH]c2ccccc2c1C(=O)C(=O)NC(C)C | 61
CC1=CC(=O)C(C(C)C)=CC1=NS(=O)(=O)c1ccccc1 | 58
O=C(Nc1ccc2c(c1)OCO2)c1ccc(NS(=O)(=O)c2cccc(F)c2)cc1 | 71
O=C(Cc1cc(=O)[nH]c(SCc2ccccc2F)n1)NCc1cccs1 | 58
CC(C)c1cc(=O)n2c(n1)SCC2CC(=O)Nc1cccnc1 (stereo unspecified) | 63
Cc1cccc2nc(CSc3ncc(C#N)c(N)n3)cc(=O)n12 | 65

# The closing 2 records of the section above come first, to join the parts:
structure | RMI-FANCM inh
CC(C)c1cc(=O)n2c(n1)SCC2CC(=O)Nc1cccnc1 (stereo unspecified) | 63
Cc1cccc2nc(CSc3ncc(C#N)c(N)n3)cc(=O)n12 | 65
Cc1noc(-c2ccccc2)c1NC(=O)N1CCOCC1 | 62
COc1ccc2c(Cl)c(C(=O)O)sc2c1 | 61
COc1ccccc1N1CCN(C(=O)CSc2n[nH]c(=O)c3cc(-c4ccco4)nn23)CC1 | 61
O=C(CCCS(=O)(=O)c1ccc(Cl)cc1)Nc1ccc2sccc2c1 | 61
Cc1cc(S(=O)(=O)NCC2CCN(Cc3ccccc3)CC2)ccc1F | 79
CCOC(=O)CNC(=O)COc1coc(CN2CCc3ccccc3C2)cc1=O | 54
Cc1noc(C)c1C(=O)Oc1ccc(Cl)cc1 | 64
O=C(NCCn1ncc2c(=O)n(Cc3cccc(C(F)(F)F)c3)cnc21)c1ccc([N+](=O)[O-])o1 | 67
O=S(=O)(NCC1CCN(Cc2ccco2)CC1)c1ccccc1 | 73
O=C(NCc1sccc1CSc1ccc(Cl)cc1)Nc1ccccc1F | 59&56
CN(C)C=Nc1ncccn1 | 60
O=C(Nc1nc(-c2ccc(Cl)cc2Cl)cs1)c1ccc2c(c1)OCCO2 | 65
CCOc1cc(C(=O)Nc2sc3c(c2C(N)=O)CCN(CC)C3)cc(OCC)c1OCC | 92
O=c1c2ccccc2c2ccccc2c(=O)n1-c1cc([N+](=O)[O-])ccc1Cl | 60
O=C(CSc1nnc(CNC(=O)c2c(F)cccc2F)o1)Nc1ccc(Br)cc1 | 55

# Filtered by structure, the entries above with a nitro group on carbon (three)
structure | RMI-FANCM inh
Cc1ccc(C(C[N+](=O)[O-])c2c(-c3ccccc3O)[nH][nH]c2=O)cc1 (stereo unspecified) | 57
O=C(NCCn1ncc2c(=O)n(Cc3cccc(C(F)(F)F)c3)cnc21)c1ccc([N+](=O)[O-])o1 | 67
O=c1c2ccccc2c2ccccc2c(=O)n1-c1cc([N+](=O)[O-])ccc1Cl | 60

# Further structures follow.
structure | RMI-FANCM inh
O=C(Nc1ccc2c(c1)OCO2)c1csc(Nc2ccc(OC(F)F)cc2)n1 | 64
CCNC(=O)c1ccc(-n2nc(C)cc2-c2ccccc2)cc1 | 58
CCc1ccc2[nH]c(C(=O)NCCN3CCCCC3)cc2c1 | 59
FC(F)(F)c1cc(-c2ccco2)nc(SCc2nc3ccccc3[nH]2)n1 | 63
Cc1ccc(NC(=S)NNC(=O)CCn2c3c(c4ccccc42)CCCC3)cc1 | 59
COc1ccc(Cl)cc1C(=O)NCCCc1ccc(N(C)C)cc1 | 71
O=C(NC(=S)Nc1ccc(S(=O)(=O)N2CCCCCC2)cc1)c1ccco1 | 61
Ic1ccc(N2CCN(Cc3c[nH]c4ncccc34)CC2)cc1 | 58
COc1ccc(NC(=O)N2CCN(c3ccc4nnc(C5CC5)n4n3)CC2)c(OC)c1 | 67
Cc1cccc(CN2C(c3ccccc3Cl)Nc3ccccc3S2(=O)=O)c1 (stereo unspecified) | 62
CC(C)(C)c1cc(C(=O)/C=C2/NC(=O)CS2)no1 | 65
CC(C)CNS(=O)(=O)c1ccc2nc(NC(=O)c3ccccc3Cl)sc2c1 | 58
CC(C)(C)n1ncc2c(=O)n(N)cnc21 | 72
O=[N+]([O-])c1ccc(CSc2ncnc3c2ncn3[C@@H]2O[C@H](CO)[C@H](O)C2O)cc1 (stereo partly specified) | 57
Cc1ccc(-n2cc(C(=O)N3CCCC3)nn2)cc1C | 57

# Next section
structure | RMI-FANCM inh
CCOC(=O)C(CC)Sc1ncnc2c1cnn2-c1ccc(Cl)cc1 (stereo unspecified) | 63
COc1ccc(C(=O)NCC(c2ccc3c(c2)CCN3C)N(C)C)c(OC)c1 (stereo unspecified) | 66
Cc1cc(NCn2ncc3ccccc3c2=O)ccc1Br | 73
COc1cc2[nH]c3c(=O)n(CC(=O)N4CCN(C5CCCCC5)CC4)cnc3c2cc1OC | 60
CCOc1ccc2nc(N(Cc3cccnc3)C(=O)c3ccnn3CC)sc2c1 | 67
Cc1c(-c2nnnn2-c2ccccc2)cnc2ccccc12 | 54
c1ccc(-c2nnc(-c3c[nH]c4ccccc34)o2)cc1 | 72
O=C(Nc1nnc(-c2cccc([N+](=O)[O-])c2)s1)c1ccc(S(=O)(=O)N2CCOCC2)cc1 | 62
Cn1c(SCC(=O)c2cc(Cl)c(Cl)s2)nnc1-c1ccco1 | 58
COc1cc(NC(=O)c2cc(=O)c(OC)co2)cc(OC)c1OC | 64
CC/C(=N\NC(=O)CSc1nc2ccccc2[nH]1)c1ccccc1 | 55
CC(C)(CO)NS(=O)(=O)c1ccc2c(c1)C(=NO)c1cc(S(=O)(=O)NC(C)(C)CO)ccc1-2 | 63
COC(=O)c1sccc1OC(=O)c1ccc(Cl)cc1 | 56
N/C(CS(=O)(=O)c1ccc(Cl)cc1)=N/OC(=O)c1cc(Cl)cc(Cl)c1 | 59
COc1ccc(Cl)cc1NC(=O)C(=O)NCC(c1ccc2c(c1)CCN2C)N(C)C (stereo unspecified) | 72

# Later entries:
structure | RMI-FANCM inh
COc1ccc(N(Cc2ccccc2)C(=O)COc2ccc(C)cc2)cc1 | 64
O=C(NCCN1CCn2cc(OCc3ccccc3)c(=O)cc2C1=O)c1cccc(F)c1 | 61
Cc1cc(C)n2cc(CSc3nncc(-c4ccccc4)n3)nc2n1 | 59
O=C(CSc1nnc(CNC(=O)c2ccc(S(=O)(=O)N3CCCC3)cc2)n1-c1ccc(Br)cc1)Nc1cc(C(F)(F)F)ccc1Cl | 60
Cc1ccc(S(=O)(=O)ON=C2C=CC(=O)C=C2)cc1 | 52
O=C1c2ccccc2C(=O)c2c(NC(=O)C3CCCN3S(=O)(=O)c3cccs3)cccc21 (stereo unspecified) | 95
CN1CCN(CC(=O)Nc2ccccc2Oc2ccccc2)CC1 | 45
Cc1cccc(Cn2cc(SCC(=O)NCC3CCCO3)c3ccccc32)c1 (stereo unspecified) | 57
O=C(Nc1cccc(-c2cn3ccsc3n2)c1)c1cccc(C(F)(F)F)c1 | 73
CCS(=O)(=O)Nc1ccc2c(c1)N(C(=O)C1CCCO1)CC2 (stereo unspecified) | 63
c1ccc2c(C34CC5CC(C3)CC(c3cccc6ccccc36)(C5)C4)cccc2c1 | 56
CSc1ccccc1C(=O)Nc1sc2c(c1C(N)=O)CCCC2 | 75
O=c1c(Cl)c(-n2cccn2)cnn1-c1ccc(Cl)cc1Cl | 55
O=C(Cc1ccc2c(c1)OCO2)Nc1ccc2sccc2c1 | 80
CCc1ccc(S(=O)(=O)N2CCOC(c3ccccc3)C2)s1 (stereo unspecified) | 75

# Additional results:
structure | RMI-FANCM inh
O=S(=O)(Cc1ccccc1)NCCOc1ccc2nnc(-c3ccc(F)cc3)n2n1 | 70
Cc1n[nH]c(C)c1Sc1nc2ccccc2s1 | 56
O=C(Nc1nnc(-c2ccc(Cl)s2)o1)c1cc(-c2ccccc2)nc2ccccc12 | 63
O=C(NCCN1CCN(c2ccccc2)CC1)C(=O)Nc1ccc(OC(F)(F)F)cc1 | 66
Cc1ccc2nc(-c3ccc(-c4ccccn4)s3)cn2c1 | 48
CC(C)c1cc(N=NC(N)=O)cc(C(C)C)c1O | 72
COc1cccc(C(c2sc3nc(-c4ccco4)nn3c2O)N2CCC3(CC2)OCCO3)c1 (stereo unspecified) | 58
C=CCn1c(=NC(=O)C2COc3ccccc3O2)sc2cc(C(=O)OCC)ccc21 (stereo unspecified) | 61
Cc1snnc1C(=O)Oc1ccccc1-c1nnco1 | 52
Cc1ccc(NC(=O)CN2C(=O)NC3(CCCC3)C2=O)cc1Cl | 60

# Bioassay records (PubChem)
